FXIIa inh – human FXIIa protease inhibitors, primary screen, biochemical, 1536-well; Coagulation factor XII (Homo sapiens), P00748; purified FXIIa, Boc-QGR-AMC fluorogenic substrate, 2 h; inhibition, % at 5 µM; actives 0.3% (n = 220,000); AID 800, 2007; in the data active means inhibition above about 40%;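 further: 0% = enzyme with no compound and 100% = blank without enzyme; many of its hits are not listed in these tables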
Target sequence (P00748 20-372 limits assumed): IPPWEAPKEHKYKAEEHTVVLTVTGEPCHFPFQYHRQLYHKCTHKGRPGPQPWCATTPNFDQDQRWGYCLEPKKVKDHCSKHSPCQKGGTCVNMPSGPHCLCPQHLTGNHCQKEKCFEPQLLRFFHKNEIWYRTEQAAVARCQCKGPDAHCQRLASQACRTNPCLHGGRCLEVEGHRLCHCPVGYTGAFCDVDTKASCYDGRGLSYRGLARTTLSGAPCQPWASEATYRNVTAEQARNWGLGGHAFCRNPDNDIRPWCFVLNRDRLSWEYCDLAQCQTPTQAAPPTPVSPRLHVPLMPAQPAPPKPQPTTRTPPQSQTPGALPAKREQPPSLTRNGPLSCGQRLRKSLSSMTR
Target sequence (P00748 373-615 limits assumed): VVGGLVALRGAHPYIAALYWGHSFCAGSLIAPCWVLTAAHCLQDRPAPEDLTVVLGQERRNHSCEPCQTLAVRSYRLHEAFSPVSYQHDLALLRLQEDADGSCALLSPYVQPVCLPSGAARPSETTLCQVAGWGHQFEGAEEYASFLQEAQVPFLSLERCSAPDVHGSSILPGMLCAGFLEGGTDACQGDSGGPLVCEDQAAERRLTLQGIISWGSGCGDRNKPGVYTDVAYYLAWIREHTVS
FXIa inh 1536 – human FXIa protease inhibitors, primary screen, biochemical, 1536-well; purified FXIa, Boc-Glu-Ala-Arg-AMC fluorogenic substrate; inhibition, % at 5 µM; actives 0.14% (n = 220,000);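 active means inhibition of at least 40%; inactive means inhibition below 40%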;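 further: fluorescence of freed AMC excited at 355 nm; 0% = enzyme without compound and 100% = no enzyme blank; many of its hits are not listed in these tables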
CHOP inh – inhibitors of CHOP promoter induction, primary screen, cell-based, unfolded protein response, luciferase reporter; CHO-K1 CHOP-promoter luciferase, tunicamycin-induced, 15-18 h; inhibition, % at 10 µM; actives 3.8% (n = 220,000);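 active means compounds that reduced the stress-induced luciferase reporter signal by more than about 70% of percent inhibition, limit read from the data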;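 further: 0% = tunicamycin plus vehicle and 100% = wells without tunicamycin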
Tb hexokinase – Trypanosoma brucei hexokinase 1 inhibitors, primary screen, biochemical, G6PDH-coupled NADH absorbance, MLSCN library. inhibition, % at 10 µM. AID 1430, 2008. actives 0.11% (n = 220,000). recombinant TbHK1, G6PDH-coupled NADH A340. hexokinase 1 [Trypanosoma brucei];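 active means inhibition of 50% or more in the single-dose primary screen; inactive means inhibition below 50%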
TNF death inh – inhibitors of TNF-alpha triggered necroptosis, primary screen, cell-based, Jurkat FADD-/-, single concentration. AID 463075, 2010. Jurkat FADD-/- TNF necroptosis rescue, ATP luminescence, 24 h; 0 = TNF only, 100 = no-TNF cells. activation (protection from cell death), % at 10 µM. actives 0.068% (n = 220,000);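 active means activation, meaning protection from cell death, of at least 50% relative to plate controls; inactive means activation below 50%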;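 further: necroptosis triggered by 40 ng/mL TNF-alpha added together with compound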
PPC-1+TRAIL kill – compounds killing PPC-1 cancer cells with TRAIL present, primary screen, TRAIL potentiator project, ATPLite luminescence, uHTS | PPC-1 cells + TRAIL, ATPLite viability luminescence | cell killing (% activity), % at 4 µM | actives 0.41% (n = 220,000) | AID 1443, 2008;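 active means cell killing above 50% in the first pass at 4 µM, then a duplicate retest at 5 µM averaging 50% or more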;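 further: plate controls were cells with TRAIL plus DMSO for no effect and medium-only wells lacking cells for full effect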
Wee1 stabilizer – Wee1 degradation inhibitors, primary screen, cell-based, HeLa, Wee1K328M-luciferase, luminescence. Wee1-like protein kinase (Homo sapiens), P30291. HeLa Luc-Wee1K328M stability; 100% = proteasome inhibitor MG132 effect. reporter increase, % at 5 µM. actives 1.2% (n = 220,000);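 active means activation above the mean of all tested compounds plus 3 SD, set per screening run, cut at about 8.8% in these data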;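 further: cells exposed to compound for 20 h before luminescence read; 0% = DMSO alone and 100% = MG132 at 30 µM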
EP2 antag – human EP2 receptor antagonists, primary screen, TR-FRET cAMP, C6 glioma cells; Prostaglandin E2 receptor EP2 subtype (Homo sapiens), P43116; C6 glioma cells expressing human EP2; cells stimulated with saturating PGE2; inhibition, % at 25 µM; actives 0.52% (n = 260,000);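 active means percent inhibition above 40 after rounding to a whole number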;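 further: rat C6 glioma host cells with rolipram phosphodiesterase inhibitor present; the protocol text gives 20 µM as final concentration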
zVAD death inh – inhibitors of zVAD-triggered necroptosis, primary screen, L929 cells; actives 0.38% (n = 220,000); viability rescue, % at 10 µM; L929 zVAD necroptosis rescue, ATP luminescence, 24 h; with zVAD 60 µM;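 active means activation, scaled between plate controls, above about 75%, limit read from the data; inactive means activation under that limit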;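 further: 0% = zVAD with DMSO and 100% = DMSO alone without zVAD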
Numbers without * were called inactive; nt = not tested or not shown; & = joins results of further samples; [ ] = dose if it differs, or a comment. The list is partial; rates above refer to the full screens.

Preview, 13 compounds:
cpd	SMILES	FXIIa inh	FXIa inh 1536	CHOP inh	Tb hexokinase	TNF death inh
1	CN(C)P1(N(C)C)=NC(C(F)(F)F)=NC(C(F)(F)F)=N1	-3	-11	0	3	0.7
2	COc1ccc(Cn2c(O)c(C=Nc3c(C)n(C)n(-c4ccccc4)c3=O)c(=O)[nH]c2=O)cc1	9	2	-2	-30	-2.8
3	O=c1[nH]c(=S)n(CCC2=CCCCC2)c(O)c1C=NCCCn1ccnc1	-8	-5	6	-48	-3.7
4	NNP(=O)(CC(=O)c1ccccc1)c1ccccc1 (stereo unspecified)	3	2	-6	-6	2.5
5	Cc1cc(OCC(=O)O)c2c3c(c(=O)oc2c1)CCCC3	6	-4	-5	-4	-0.6
6	CC(=O)OC[C@]12CCC(C)=C[C@H]1O[C@@H]1[C@H](O)[C@@H](OC(C)=O)[C@@]2(C)[C@]12CO2	9	-1	104*	-1	-24
7	CCN(CC)Cc1c[nH]c2ccccc12	10	1	9	0	1.3
8	Cn1c(=O)cc(OCC(=O)N2CCC3(CC2)OCCO3)c2ccccc21	2	4	3	3	-1.2
9	O=c1c2ccccc2nc(CNc2ccccc2)n1-c1ccccc1	12	3	-18	-13	-2.6
10	CC(C)Cn1cc(C(=O)N2CCC3(CC2)OCCO3)c2c3ccccc3n(C)c2c1=O	13	1	-18	-14	-8.5
11	COc1ccc(C2SCC(=O)Nc3c2c(C)nn3-c2ccccc2)cc1OC (stereo unspecified)	9	-1	-12	-10	-0.9
12	CC(C)(C)C(=O)NC1CCSC1=O (stereo unspecified)	9	1	-15	-1	-0.2
13	c1nc2nc3c(c(N4CCNCC4)n2n1)CCCC3	12	-1	5	-7	0.3

cpd	PPC-1+TRAIL kill	Wee1 stabilizer	EP2 antag	zVAD death inh
1	21	-3	-2	0.4
2	9	3	8	nt
3	19	4	7	-0.5
4	-4	-2	10	-0.6
5	29	-2	8	-0.6
6	65*[5 µM]	nt	25	95*
7	9	-1	11	1.7
8	10	-1	7	2.8
9	24	-3	3	0.2
10	13	1	7	0.3
11	3	-3	1	0.2
12	4	-2	5	0.9
13	2	3	6	-0.4

This part in full (from the top)
cpd	SMILES	FXIIa inh	FXIa inh 1536	CHOP inh	Tb hexokinase	TNF death inh
1	CN(C)P1(N(C)C)=NC(C(F)(F)F)=NC(C(F)(F)F)=N1	-3	-11	0	3	0.7
2	COc1ccc(Cn2c(O)c(C=Nc3c(C)n(C)n(-c4ccccc4)c3=O)c(=O)[nH]c2=O)cc1	9	2	-2	-30	-2.8
3	O=c1[nH]c(=S)n(CCC2=CCCCC2)c(O)c1C=NCCCn1ccnc1	-8	-5	6	-48	-3.7
4	NNP(=O)(CC(=O)c1ccccc1)c1ccccc1 (stereo unspecified)	3	2	-6	-6	2.5
5	Cc1cc(OCC(=O)O)c2c3c(c(=O)oc2c1)CCCC3	6	-4	-5	-4	-0.6
6	CC(=O)OC[C@]12CCC(C)=C[C@H]1O[C@@H]1[C@H](O)[C@@H](OC(C)=O)[C@@]2(C)[C@]12CO2	9	-1	104*	-1	-24
7	CCN(CC)Cc1c[nH]c2ccccc12	10	1	9	0	1.3
8	Cn1c(=O)cc(OCC(=O)N2CCC3(CC2)OCCO3)c2ccccc21	2	4	3	3	-1.2
9	O=c1c2ccccc2nc(CNc2ccccc2)n1-c1ccccc1	12	3	-18	-13	-2.6
10	CC(C)Cn1cc(C(=O)N2CCC3(CC2)OCCO3)c2c3ccccc3n(C)c2c1=O	13	1	-18	-14	-8.5
11	COc1ccc(C2SCC(=O)Nc3c2c(C)nn3-c2ccccc2)cc1OC (stereo unspecified)	9	-1	-12	-10	-0.9
12	CC(C)(C)C(=O)NC1CCSC1=O (stereo unspecified)	9	1	-15	-1	-0.2
13	c1nc2nc3c(c(N4CCNCC4)n2n1)CCCC3	12	-1	5	-7	0.3
14	CCOC(=O)c1sc(/N=C/c2c(O)n(-c3cccc(C)c3)c(=O)[nH]c2=O)c(C#N)c1C	7	-7	4	-13	-3.0
15	Cc1cccc(N2C(=O)NC(=O)/C(=C/c3cc4c(cc3[N+](=O)[O-])OCO4)C2=O)c1	5	7	8	-5	-0.3

cpd	PPC-1+TRAIL kill	Wee1 stabilizer	EP2 antag	zVAD death inh
1	21	-3	-2	0.4
2	9	3	8	nt
3	19	4	7	-0.5
4	-4	-2	10	-0.6
5	29	-2	8	-0.6
6	65*[5 µM]	nt	25	95*
7	9	-1	11	1.7
8	10	-1	7	2.8
9	24	-3	3	0.2
10	13	1	7	0.3
11	3	-3	1	0.2
12	4	-2	5	0.9
13	2	3	6	-0.4
14	-1	-3	14	1.6
15	nt	-3	7	1.2

Following part
cpd	SMILES	FXIIa inh	FXIa inh 1536	CHOP inh	Tb hexokinase	TNF death inh
16	CC1=CC(C)C(COC(N)=O)(COC(N)=O)C(C)C1 (stereo unspecified)	27	19	-3	5	-2.6
17	CN(C)c1ccc(C=C2C(=O)NC(=S)NC2=O)cc1[N+](=O)[O-]	9	4	-9	-34	0.6
18	Cc1ccc(-n2c(C)cc(/C=C3\C(=O)NC(=O)N(C)C3=O)c2C)cc1C	4	3	78*	6	-0.1
19	CN(CCc1nnc(N)s1)[N+](=O)[O-]	7	-3	-6	-3	0.1
20	Cc1cccc(N2C(=O)NC(=O)/C(=C/c3ccc([N+](=O)[O-])o3)C2=O)c1	9	5	-4	6	0.9
21	CCC(=NCc1ccc(F)cc1)c1c(O)n(C)c(=O)n(C)c1=O	7	4	58	9	-4.3
22	NCC(CC(=O)O)c1ccc(Cl)cc1 (stereo unspecified)	9	30	17&-34	4	-0.4
23	N#Cc1ccc(Cn2cc(C(=O)c3ccco3)c3ccccc32)cc1	9	-1	21	-18	1.1
24	COc1ccc(OC)c(NC2=NCCCS2)c1	11	-1	9	-1	0.1
25	O=C(c1ccccc1)c1ccc(N=Nc2c(O)[nH]c(=O)[nH]c2=O)cc1	9	1	-5	-5	-3.0
26	NNCc1cccc(O)c1	7	0	-16&1	-6	3.8
27	O=c1c2ccccc2nc(CSc2ncnc3nc[nH]c23)n1-c1ccc(Cl)c(Cl)c1	12	-10	58	2	-17
28	COC(=O)C1=CO[C@@H](C)[C@@H]2CN3CC[C@@]4(C(=O)Nc5ccccc54)[C@@H]3C[C@H]12	-1	-9	10	-1	3.8

cpd	PPC-1+TRAIL kill	Wee1 stabilizer	EP2 antag	zVAD death inh
16	46	-1	10	-0.4
17	11	-3	8	4.1
18	7	5	2	-0.8
19	0	2	0	0.4
20	-14	1	8	1.1
21	-22	-2	6	1.8
22	-6	0	10&10&15	0.1
23	-11	-2	2	-0.1
24	11	-3	7	-0.1
25	8	6	4	-0.3
26	2	nt	18&10	-0.5
27	18	2	6	0.3
28	17	-2	2	2.0
